mHTT CaM bind – inhibitors of human mutant huntingtin-calmodulin interaction. 190,000 compounds, 3.6% hits. AlphaScreen His-mHTT/GST-CaM binding, luminescence. inhibition, % at 15 µM. P42858;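 note: 0% = both proteins with DMSO and 100% = one protein alone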
Pf apPOL block – Pf-apPOL DNA polymerase inhibition. Recombinant Pf-apPOL, molecular beacon fluorescence, 1.5 h. inhibition, % at 10 µM. 210,000 compounds, 0.25% hits
* hit, by the source's call; i = inactive; / = not tested or not shown; & = joins results of further samples. Cut-off read from the data, not from the text of the source: active = inhibition above about 50%; inactive = the rest. Only part of the results is shown; rates above refer to the full screens.

SMILES | mHTT CaM bind | Pf apPOL block
NS(=O)(=O)c1ccc(NC(NC(=O)c2ccc([N+](=O)[O-])cc2)C(Cl)(Cl)Cl)cc1 (configuration not stated) | 15 | -10
COc1ccc(C(=O)N2CCCC3(C2)NC(=O)N(Cc2ccccc2)C3=O)cc1F (configuration not stated) | 7 | 33
O=C(O)c1ccc2[nH]c(=O)c(=O)[nH]c2c1 | -4 | -3
Cc1ccc(-c2csc(-c3cccn3CC(=O)NCc3cccnc3)n2)cc1 | -4 | 1
Cc1cccc(Cc2c(C)nc3nc(SCC(=O)O)nn3c2C)c1 | 9 | 34
CCC[C@H]1[C@@H](OC(=O)NCc2ccc(OC)c(OC)c2)CC[C@@]23CCCN2C(=O)CCC[C@@H]13 | 4 | -1
O=C(CSc1nc2ccccc2o1)Nc1ccc2c(c1)C(=O)c1ccccc1C2=O | 6 | -1
C=C(C)COc1ccc2c(=O)c(-c3ccc(OC)c(OC)c3)c(C)oc2c1 | 10 | -14
CCn1c2ccccc2c2cc(NC(=O)C(=O)NCC3CCCO3)ccc21 (configuration not stated) | 13 | -1
COc1ccc(SC[C@H](C)CN2CC[C@H](C(C)(C)C)CCC2=O)cc1 | 22 | 0
CCC(C)NC(=O)c1csc(Nc2ccc(C)cc2C)n1 (configuration not stated) | 17 | -7
CCCN(CCO)Cc1ccc(F)cc1F | -2 | -4
O=C(Cc1ccc(F)cc1)Nc1nc2ccc([N+](=O)[O-])cc2s1 | 6 | -7
COCCC1CCN(C(=O)CN(C)C(=O)c2cnccn2)CC1 | -5 | 2
O=S(=O)(c1ccc(Cl)s1)N1CCC(c2ccncc2)CC1 | -2 | -3
N=C(N)SCCN | / | 6
O=c1c(=Cc2cccs2)sc2nc(-c3ccccc3)c(-c3ccccc3)n12 | / | -3
CCCCCNC(=O)c1sc2cc(F)ccc2c1Cl | -22 | -4
COc1ccc2nc(SC(=O)c3ccccc3Cl)nc(C)c2c1 | 99* | -7
CCOc1ccccc1Nc1nnc(-c2cc3cc(OC)ccc3oc2=O)s1 | -9 | -6
O=C(Nc1cc(Cl)cc(Cl)c1)N1CCc2nc[nH]c2C1 | -5 | 1
COc1ccc(Cc2nc(C)cc(Cl)n2)cc1Br | -4 | 1
Cn1ncc2c(-n3ncc(C(=O)NNC(=O)c4ccco4)c3C(F)(F)F)ncnc21 | / | -3
CCOc1ncccc1C(=O)Nc1cccc(C(=O)Nc2cccc(S(=O)(=O)CCO)c2)c1 | 20 | -7
Brc1ccc(C2=CC(c3ccccc3)n3ncnc3N2)cc1 (configuration not stated) | 29 | -2
Cc1ccc(-c2nc3ncccc3o2)cc1NC(=O)COc1ccccc1 | -2 | 1
N#CC1=C(N)N(c2ccc(Cl)c(Cl)c2)C2=C(C(=O)CCC2)C1c1cccnc1 (configuration not stated) | 6 | -3
O=C(Cn1ccc(C(F)(F)F)n1)Nc1cccc(C(F)(F)F)c1 | / | -10
COc1cccc(/C=C2\C(=O)NN(c3ccc(C)c(Cl)c3)C2=O)c1OCC#N | 28 | -4
CC1(C)CC(=O)C2=C(C1)OC(N)=C(C#N)C2c1c(F)cccc1Cl (configuration not stated) | -2&-4 | 26&1
O=C(Oc1ccc(Oc2ccccc2)cc1)c1ccc([N+](=O)[O-])cc1 | / | -4
CCOC(=O)c1ccc(NC(=O)c2ccccc2-c2ccccc2C(=O)O)cc1 | -13 | 0
CCCCN1CCN(C(=O)C2CC(=O)N(c3ccc4c(c3)CCN4C(=O)C3CC3)C2)CC1 (configuration not stated) | 13 | 0
COc1ccc(NC(=O)C(C)NC(=O)C23CC4CC(CC(C4)C2)C3)cc1 (configuration not stated) | -1 | 0
COCCCNC(=O)C12CC3CC(CC(C3)C1)C2 | / | -4
COc1cccc(-c2nc(Cn3nnc(C(=O)Nc4ccccc4C)c3N)c(C)o2)c1OC | 14 | -12
N#Cc1c(N)n(-c2ccc(F)cc2F)c2nc3ccccc3nc12 | 3 | 2
COc1ccc(OCC(O)CN2CCN(c3ccccc3)CC2)cc1 (configuration not stated) | 6 | 2
COc1cccc2c1c(NC(=O)c1snnc1C)nn2C | / | 2&-3
Cc1ccc2c(c1)c1c(n2CC(O)CNCC2CCCO2)CCCC1 (configuration not stated) | 25 | -5
CNS(=O)(=O)c1cc(-c2nnc(NCc3nc4ccccc4[nH]3)c3ccccc23)ccc1C | 34 | -8
CSc1nc2c(c(Nc3ccc(S(N)(=O)=O)cc3)n1)CCC2 | 3 | 1
CC1CCc2sc(NC(=O)c3ccc(Br)s3)c(C#N)c2C1 (configuration not stated) | -6 | 0
Nc1c(Cl)cc(Cl)c2c1C(=O)c1ccccc1C2=O | 22 | -2
Cn1cc(CCCC(=O)NC2CCCCCCC2)c2ccccc21 | 21 | -15
COc1ccc(OC)c(C(=O)COc2ccccc2C#N)c1 | -1 | -5
CCc1nc2c(NC(=O)c3ccc(C)cc3C)cccn2n1 | -8 | 3
CCOCCCNC(=O)C(C)C1CCN(S(=O)(=O)c2ccc(Cl)s2)CC1 (configuration not stated) | 5 | -2
O=C(NCCc1ccccc1)C1CCN(Cc2ccccc2F)CC1 | -6 | -3
CC(=O)c1ccc(N2CCN(Cc3cccs3)CC2)cc1 | -2 | -4
CCOc1cc(C(=O)Nc2cc(-c3nc4ncccc4o3)ccc2C)cc(OCC)c1OCC | -1&-2 | -1&-3
CN(C)C(=O)Cn1c(=O)c2cccn2c2ccc(F)cc21 | -5 | 2
COc1ccc(C(=O)CC2(O)C(=O)N(CCc3ccccc3)c3ccccc32)cc1[N+](=O)[O-] (configuration not stated) | 71* | 15
O=C(NCc1cccs1)c1cc2n(n1)C(C(F)(F)F)CC(c1cccs1)N2 (configuration not stated) | 11 | 6
Cn1cc(CC(=O)NC2CNC(=O)C2)c2ccccc21 (configuration not stated) | -5 | -1
O=C(CSc1nc2ccc(N=Cc3ccc(Br)cc3)cc2s1)N1CCOCC1 | 5 | -11
CC(C)Cn1ccnc(NC2CCCC2)c1=O | 16 | -11
FC(F)(F)c1ccc(-c2noc(-c3ccccc3)c2I)cc1 | -9 | -5
Cc1cc(C)n(-c2cc(N3CC(C)OC(C)C3)ccc2[N+](=O)[O-])n1 (configuration not stated) | 7 | -10
O=C(/C=C/c1ccc(-c2cc(Cl)ccc2Cl)o1)c1ccco1 | 6 | -30
Later entries.
SMILES | mHTT CaM bind | Pf apPOL block
Cc1ccc(OCC(=O)N2CCc3c(c(-c4nc(C)no4)nn3C)C2)cc1 | 11 | 0
O=C(C=Cc1ccc2c(c1)OCO2)c1ccc[nH]1 | 11 | -13
COc1ccc(-c2csc(/C(C#N)=C/Nc3ccc(NC(C)=O)cc3)n2)cc1 | 5 | -16
COc1ccc(NC(=O)C2CCN(c3cc(N4CCCC4)ncn3)CC2)cc1Cl | 54* | -6
CC1CCC2(CC1)NC(=O)N(CC(=O)NCc1ccccc1)C2=O (configuration not stated) | -2 | -6
CCn1c(SC)nnc1-c1nn(C)c2c1CN(C(=O)c1cc(C)cc(C)c1)CC2 | 10 | -4
CCS(=O)(=O)N1CCCc2cc(NC(=O)c3ccccn3)ccc21 | 1 | -18
O=C(Cn1nc(-c2ccco2)ccc1=O)Nc1ccccc1[N+](=O)[O-] | 18 | 8
COc1ccc(-c2cc(=O)c3cc(NC(=O)C4CCCCC4)ccc3o2)cc1 | -3 | -14
O=C(N1CCN(c2ccccn2)CC1)C1(S(=O)(=O)c2ccc(Cl)cc2)CC1 | -1 | 0
Cc1cc(C2CCCN2C(=O)c2c(-c3ccccc3Cl)noc2C)on1 (configuration not stated) | 2 | 0
Cc1onc(-c2ccccc2)c1CSc1n[nH]c(=O)n1Cc1ccco1 | / | -4
Oc1ccc2ccccc2c1C(N=Cc1ccccc1)c1ccccc1 (configuration not stated) | / | -8&0
O=C(c1c[nH]c2ccccc12)N1CCN(Cc2nnnn2-c2ccc(Cl)cc2)CC1 | -7 | -6
CCCc1[nH]nc2c1C(c1cccc(O)c1)C(C#N)=C(N)O2 (configuration not stated) | 4 | 0
O=C(Nc1cnc(-c2ccccc2)nc1)c1ccc(F)c(F)c1 | 5 | -4
COc1ccc(-c2noc(C3CCCN3C(=O)c3ccc(F)c(F)c3)n2)cc1 (configuration not stated) | -7 | -3
O=[N+]([O-])c1ccc(CN2CCN(Cc3ccccc3)CC2)o1 | 7 | -7
Cc1ccc(/C=N/n2c(C)nnc2C)s1 | i | /
CCCNc1cc(N2CCC(CCC(=O)NCCOC)CC2)ncn1 | 3 | -7
O=S(=O)(c1ccc(-c2ccccc2)cc1)N1CCN(c2ccccc2)CC1 | 0 | -2
Cc1ccc(NC(=O)c2cc3c(CO)cnc(C)c3oc2=Nc2cccc(Cl)c2)cc1 | 1 | -4
CCN(CC)c1nc(C)nc2sc(C(=O)N(C)C3CCCCC3)c(C)c12 | 1 | -3
CS(=O)(=O)N(CC(=O)NC1CCCCCC1)c1ccc(Cl)cc1 | 3 | -4
CC(C)Nc1nc(-c2ccccc2O)nc2ccccc12 | -13 | 0
O=C(NCc1ccccc1Cl)C(c1ccccc1)n1cccc1 (configuration not stated) | 9 | 0
CCOc1ccc(C(=O)Nc2c3c(nn2-c2ccc(Cl)cc2)CSC3)cc1OCC | 10 | -5
CCCNC(=O)c1cc(S(=O)(=O)N2CCc3ccccc32)ccc1F | 9 | 1
O=C(CSc1cccs1)Nc1nccs1 | -1 | /
CCc1cc(C(=O)Nc2ccc(F)c(F)c2)no1 | -8 | -4
O=C(NCCN1CCOCC1)c1ccc(-n2cccn2)cc1 | / | 1
CC(C)CC(=O)Nc1c2c(nn1-c1cccc(Cl)c1)CS(=O)(=O)C2 | -3 | -2
O=c1[nH]c(SCc2cccc(Cl)c2)nc2c1CN(Cc1ccccc1)CC2 | -3 | 3
CCc1noc(C2(NC(=O)c3cccc(N(C)C)c3)CCCCC2)n1 | 14 | -3
CCC1CN2C=NC(N3CCN(C(=O)Nc4cc(F)cc(F)c4)CC3)=CC2=N1 (configuration not stated) | -3 | -1
COc1ccc(C2=CC(c3ccc(Br)cc3)n3nnnc3N2)cc1 (configuration not stated) | -4 | -6
COc1ccccc1-c1noc(C2CCCN2C(=O)c2ccco2)n1 (configuration not stated) | 2 | 1
COc1ccc(NC(=O)c2c(NC(C)=O)sc3c2CCC3)cc1Cl | 2 | -6
CCN(C)c1nc(-c2cccc(F)c2)c2c(N)n(-c3cc(F)ccc3F)nc2n1 | 54* | 0
CN(C)c1ccc(CNC(=O)c2cc3n(n2)CCCN(Cc2cccc(F)c2)C3=O)cc1 | 9 | -2
N#Cc1cc(C#N)c(SCC(=O)Nc2nccs2)nc1N | 5 | 3
COC(=O)c1c(C)[nH]c(C)c1C=C1C(=O)Nc2ccccc21 | / | -11
Cc1ccccc1NC(=O)C1CCN(c2ncnc3c2nc2n3CCCCC2)CC1 | -6 | -3
COc1ccc([N+](=O)[O-])cc1NC(=O)c1ccc(-c2ccccc2)cc1 | 0 | -8
CN1C(=O)CCC2(CN(C)S(=O)(=O)c3ccccc3F)CCCC12 (configuration not stated) | -17 | -4

18 successive records already listed, for reference:
SMILES | mHTT CaM bind | Pf apPOL block
CCOc1ccc(C(=O)Nc2c3c(nn2-c2ccc(Cl)cc2)CSC3)cc1OCC | 10 | -5
CCCNC(=O)c1cc(S(=O)(=O)N2CCc3ccccc32)ccc1F | 9 | 1
O=C(CSc1cccs1)Nc1nccs1 | -1 | /
CCc1cc(C(=O)Nc2ccc(F)c(F)c2)no1 | -8 | -4
O=C(NCCN1CCOCC1)c1ccc(-n2cccn2)cc1 | / | 1
CC(C)CC(=O)Nc1c2c(nn1-c1cccc(Cl)c1)CS(=O)(=O)C2 | -3 | -2
O=c1[nH]c(SCc2cccc(Cl)c2)nc2c1CN(Cc1ccccc1)CC2 | -3 | 3
CCc1noc(C2(NC(=O)c3cccc(N(C)C)c3)CCCCC2)n1 | 14 | -3
CCC1CN2C=NC(N3CCN(C(=O)Nc4cc(F)cc(F)c4)CC3)=CC2=N1 (configuration not stated) | -3 | -1
COc1ccc(C2=CC(c3ccc(Br)cc3)n3nnnc3N2)cc1 (configuration not stated) | -4 | -6
COc1ccccc1-c1noc(C2CCCN2C(=O)c2ccco2)n1 (configuration not stated) | 2 | 1
COc1ccc(NC(=O)c2c(NC(C)=O)sc3c2CCC3)cc1Cl | 2 | -6
CCN(C)c1nc(-c2cccc(F)c2)c2c(N)n(-c3cc(F)ccc3F)nc2n1 | 54* | 0
CN(C)c1ccc(CNC(=O)c2cc3n(n2)CCCN(Cc2cccc(F)c2)C3=O)cc1 | 9 | -2
N#Cc1cc(C#N)c(SCC(=O)Nc2nccs2)nc1N | 5 | 3
COC(=O)c1c(C)[nH]c(C)c1C=C1C(=O)Nc2ccccc21 | / | -11
Cc1ccccc1NC(=O)C1CCN(c2ncnc3c2nc2n3CCCCC2)CC1 | -6 | -3
COc1ccc([N+](=O)[O-])cc1NC(=O)c1ccc(-c2ccccc2)cc1 | 0 | -8

Remaining list, next part
SMILES | mHTT CaM bind | Pf apPOL block
COc1cc(/C=C2\C(=O)NC(=O)N(c3ccc(Br)cc3)C2=O)c([N+](=O)[O-])cc1OC | 12 | -14
COc1ccc(-c2csc(-c3cc4cccc(OC)c4oc3=O)n2)cc1 | -18 | 1
CC(C)(C)C(=O)N1CCCC1c1ccccc1Cl (configuration not stated) | 0 | -2
CCc1ccc(-c2nc3cc(NC(=O)COc4ccc(OC)cc4)ccc3o2)cc1 | 6 | 6
COc1ccccc1C(=O)N1CCC(COc2ccccc2C(=O)N2CCCC2)CC1 | -6 | 2
O=[N+]([O-])c1ccc(CSc2ncnc3c2ncn3C2OC(CO)C(O)C2O)cc1 (configuration not stated) | 7 | 0
COc1ccccc1NC(=O)N1CCCN(C2CCN(Cc3ccc(F)cc3)C2=O)CC1 (configuration not stated) | 10 | -8
Cc1cc(Cl)cc2sc(NCC3CCCO3)nc12 (configuration not stated) | -10 | -4
COc1ccc(C2CN(C(=O)CC(C)(C)C)CC2C(=O)N2CCCC2)cc1 (configuration not stated) | 20 | -5
Cc1nc([N+](=O)[O-])cn1CCc1noc(-c2ccc(OC(F)(F)F)cc2)n1 | / | -5
O=C(NCCc1ccccc1)C1CC(=O)N(CCc2c[nH]c3ccc(F)cc23)C1 (configuration not stated) | 36 | -5
